From PubChem
STAT1 act: STAT1 signaling activation; activation (% of control), % at 5.5 µM; actives 2.6% (n = 200,000); NIH 3T3 STAT1-luciferase reporter, IFN-gamma, luminescence; 100% = IFN-gamma alone, no compound;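 active means activation above the screen-wide mean activation plus 3 SD, cut at about 130% in these data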;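 further: raw ratio to IFN-gamma control signal so 100% means no change and 0% no light; values of inactives mirror those of a sister screen read the other way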
STAT3 act: STAT3 signaling activation; activation (% of control), % at 5.6 µM; actives 0.91% (n = 190,000); U3A cells, IL-6 STAT3-luciferase reporter, luminescence; 100% = signal with IL-6 EC80 alone; AID 871;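 active means activation above the screen-wide mean of compound activation plus 3 SD, cut at about 130% in these data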;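 further: 0% = background luminescence of wells with medium and substrate only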
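System – human U3A cells carrying STAT3-luciferase construct · Probe or stimulus – Interleukin-6, 33 ng/mL · Schedule – compound 1 h, then IL-6 6 h at 37 °C · Signal – luminescence from STAT3-driven luciferase reporter · Evaluation – percent of IL-6-only median luminescence · Benchmarks – IL-6-only high control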
DTT redox prof: compounds producing H2O2 with reducing agent – biochemical, NIH compound library profiling, artefact control for MLSCN library redox annotation, primary screen; DTT-dependent redox cycling H2O2, phenol red/HRP absorbance; 100% = 100 µM peroxide control, 0% = buffer; activation, % at 10 µM; actives 0.03% (n = 200,000); AID 878;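 active means activation of at least 50% relative to the plate's high and low controls in the primary single-dose screen; inactive means activation below 50%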;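 further: compound incubated with DTT at 0.8 mM final as the reducing agent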
TLR4-MyD88 BLA: blocks binding of human TLR4 to MyD88; O00206+Q99836; HeLa CL3-4 TLR4/MyD88 BLA complementation, FRET ratio; inhibition, % at 8.4 µM; actives 0.18% (n = 200,000); AID 861; in the data active means inhibition above about 25%;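 further: 0% = vehicle and 100% = reference inhibitor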
Target sequence (O00206 whole entry, looked up): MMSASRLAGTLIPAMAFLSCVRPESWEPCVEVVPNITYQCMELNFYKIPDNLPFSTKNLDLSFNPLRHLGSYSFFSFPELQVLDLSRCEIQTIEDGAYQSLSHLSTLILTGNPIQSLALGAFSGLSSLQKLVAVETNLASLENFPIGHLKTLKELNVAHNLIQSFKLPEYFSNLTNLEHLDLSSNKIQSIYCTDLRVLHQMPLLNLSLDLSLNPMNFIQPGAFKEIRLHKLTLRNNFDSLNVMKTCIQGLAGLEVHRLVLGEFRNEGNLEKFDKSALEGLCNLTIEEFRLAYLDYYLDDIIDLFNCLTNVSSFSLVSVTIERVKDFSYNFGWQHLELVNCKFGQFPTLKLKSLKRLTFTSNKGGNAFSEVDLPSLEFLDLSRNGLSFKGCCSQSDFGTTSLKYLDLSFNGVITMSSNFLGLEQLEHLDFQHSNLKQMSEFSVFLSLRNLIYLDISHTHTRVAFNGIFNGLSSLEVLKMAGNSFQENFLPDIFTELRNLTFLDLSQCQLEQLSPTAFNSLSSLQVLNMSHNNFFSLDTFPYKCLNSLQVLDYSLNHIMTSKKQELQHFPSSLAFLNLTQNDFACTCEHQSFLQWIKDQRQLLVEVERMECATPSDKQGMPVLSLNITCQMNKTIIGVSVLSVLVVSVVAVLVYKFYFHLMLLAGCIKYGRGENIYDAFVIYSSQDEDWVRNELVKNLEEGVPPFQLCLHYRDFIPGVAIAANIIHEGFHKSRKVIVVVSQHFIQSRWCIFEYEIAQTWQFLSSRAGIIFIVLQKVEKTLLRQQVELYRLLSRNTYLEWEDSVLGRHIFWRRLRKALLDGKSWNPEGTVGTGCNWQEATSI
Target sequence (Q99836 whole entry, looked up): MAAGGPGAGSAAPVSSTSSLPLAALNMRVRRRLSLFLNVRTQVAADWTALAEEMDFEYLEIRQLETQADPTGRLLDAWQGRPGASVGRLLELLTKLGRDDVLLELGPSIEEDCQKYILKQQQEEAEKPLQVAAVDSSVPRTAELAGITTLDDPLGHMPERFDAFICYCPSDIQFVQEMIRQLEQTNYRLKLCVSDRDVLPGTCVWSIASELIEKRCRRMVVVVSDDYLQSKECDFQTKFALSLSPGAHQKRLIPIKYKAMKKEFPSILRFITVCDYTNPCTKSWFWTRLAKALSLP
HMGR II inh: inhibitors of class II HMG-CoA reductase from Enterococcus faecalis. inhibition, % at 10 µM. purified E. faecalis HMGR, NADPH absorbance 340 nm kinetic. actives 0.41% (n = 190,000). AID 1066;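 active means inhibition above a set limit, the median over all tested compounds plus 3 SD, cut at about 9.5% in these data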;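 further: enzyme runs in reverse so mevalonate oxidation gives rising NADPH absorbance; 0% = complete reaction with DMSO and 100% = background rate lacking mevalonate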
NF-kB neuron act: compounds increasing NF-kB expression in human neuronal cells; NF-kB reporter expression; active compounds read high; fold change at 12.5 µM; actives 1.6% (n = 190,000); in the data active means fold change above about 3.3
Hsp70 activator: Hsp70 transcriptional activation, primary screen | HeLa Hsp70 promoter luciferase reporter, luminescence; scaled: vehicle 0, proteasome-inhibitor control 100% | activation, % at 10 µM | actives 0.04% (n = 200,000);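 active means activation above the mean across all tested compounds plus 3 SD, cutoff set per campaign, cut at about 5.5% in these data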;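 further: 100% = MG132 at 30 µM as the positive control and 0% = DMSO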
STAT3 blocker: inhibitors of IL-6 induced STAT3 signaling. U3A cells, IL-6 STAT3-luciferase reporter, luminescence; host cell line lacks STAT1. inhibition, % at 5.5 µM. actives 0.89% (n = 190,000). AID 862;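 active means inhibition above the mean inhibition across all screened compounds plus 3 SD, cut at about 44% in these data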;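 further: 0% = DMSO only wells and 100% = 100 µM nifuroxazide control wells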
STAT1 inh: inhibitors of IFN-gamma induced STAT1 signaling; AID 920; actives 0.35% (n = 200,000); inhibition, % at 5.5 µM; NIH 3T3 STAT1-luciferase reporter, luminescence;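 active means inhibition above a set limit, the mean inhibition across all tested compounds plus 3 SD, cut at about 34% in these data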;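 further: 0% = IFN-gamma with DMSO and 100% = IFN-gamma with 300 µM nifuroxazide; values of inactives mirror those of a sister screen read the other way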
APP 5'UTR act: APP 5'UTR luciferase reporter activation; activation, % at 2 µM; actives 1% (n = 190,000); SH-SY5Y APP 5'UTR luciferase reporter, luminescence; zero percent = DMSO vehicle wells; AID 1276;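 active means activation above a set limit, based on mean plus 3 SD of controls, cut at about 140% in these data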; further: values of inactives mirror those of a sister screen read the other way
Starred values were filed as active, the others as inactive; x = not tested or not shown.

SMILES	STAT1 act	STAT3 act	DTT redox prof	TLR4-MyD88 BLA	HMGR II inh	NF-kB neuron act	Hsp70 activator	STAT3 blocker	STAT1 inh	APP 5'UTR act
COC(=O)c1c(O)c2ccccc2[nH]c1=O	92	101	-0.9	-7	-2	1.3	-0.4	0	8	-13
O=C(COc1ccccc1)NC1=NCCS1	122	108	0.2	4	0	1.2	-0.5	-11	-24	-6
CCOc1ccc2nc(SC(C)C(N)=O)[nH]c2c1 (stereo not drawn)	113	97	-0.7	-11	-6	1.4	-0.1	8	-14	8
CCc1ccc(Nc2oc(C)cc(=O)c2C(C)=O)cc1	91	93	-0.8	9	-5	1.8	0.0	12	10	5
Cn1c(SCC(=O)NNC(=O)c2ccc(Br)cc2)nnc1-c1cccnc1	105	105	-0.5	6	0	1	-0.1	6	-7	14
CCN(CC)S(=O)(=O)c1ccc(OC)c(NC(=O)C(Cc2ccccc2)N2C(=O)c3ccccc3C2=O)c1 (stereo not drawn)	108	98	0.6	4	0	0.97	-0.4	5	-9	-11
C=CCn1c(SCC(=O)Nc2ccc(C(=O)OC(C)C)cc2)nnc1-c1cccs1	102	107	1.1	9	-2	1	-0.4	-4	-4	16
COc1ccc(/C=C/CN2CCCC(CCC(=O)NCc3ccc(F)c(F)c3)C2)cc1 (stereo not drawn)	106	105	0.7	-8	-1	0.93	-0.2	-3	-9	-27
Cc1cc(C)c2c(C)nn(-c3ccccc3)c2n1	100	88	0.1	-3	-6	1.1	-0.2	15	-1	8
COc1ccccc1N(CC(N)=O)S(=O)(=O)c1ccc(C)cc1	95	100	1.6	-5	4	1.5	-0.3	10	5	-7
C=C(Br)Cn1cnc2ccccc21	101	105	-0.3	-9	-4	1.3	0.1	4	-1	20
Cc1ccc(CS(=O)(=O)CCC(=O)NC2CC2)cc1	106	97	0.6	-2	0	0.99	-0.4	7	-6	2
Cc1ccc(-c2nn(-c3ccccc3)cc2C(=O)Nc2cccc(S(=O)(=O)N3CCOCC3)c2)cc1	102	103	0.9	3	0	0.57	-0.3	-9	-2	-16
COc1ccc(OCCSc2nnc(CC(=O)Nc3cccc(Cl)c3Cl)n2C)cc1	111	104	-0.1	-2	-4	1.8	-0.4	-4	-14	3
CC(=O)OC[C@H]1O[C@@H](O/N=C/C[C@@H]2C=C[C@H](OC(C)=O)[C@@H](COC(C)=O)O2)[C@H](OC(C)=O)[C@@H](OC(C)=O)[C@@H]1OC(C)=O	101	101	0.2	3	-2	0.82	-0.1	-4	-1	4
COc1ccccc1NC(=O)COC(=O)c1ccc(S(=O)(=O)NCc2ccco2)cc1	99	99	-2.2	6	0	1.1	-0.2	4	1	3
CC(C)CCSc1nc(N2CCOCC2)c2c(c1C#N)CC(C)(C)OC2	110	114	0.9	2	0	0.79	-0.3	-13	-11	12
NC(=O)c1c(NC(=O)C2CCCO2)sc2c1CCCC2 (stereo not drawn)	121	93	0.4	0	-3	1.4	-0.2	10	-24	24
CC(C)CC(c1nnnn1Cc1ccco1)N1CCN(C2CCCC2)CC1 (stereo not drawn)	101	101	-4.3	13	-3	1.1	-0.2	7	-1	9
CCNC(=O)c1cccc(S(=O)(=O)N2CCCCCC2)c1	91	86	0.0	-15	-3	1.1	-0.5	17	11	0
Cc1cc(C)nc(SC2CCCCC2NS(=O)(=O)c2ccccc2)n1 (stereo not drawn)	104	93	0.0	-3	1	1.1	-0.1	9	-4	x
Cc1cc(C)c(C)c(S(=O)(=O)Nc2ccc(OCC(=O)O)cc2)c1C	102	101	0.2	-1	-13	1.1	-0.1	8	-3	-4
Cc1onc(-c2ccccc2Cl)c1C(=O)N1CCOC12CCCCC2	99	94	-0.1	-2	-1	1.4	-0.1	14	0	18
O=C(COC(=O)C1CC2C=CC1C2)NCc1ccccc1Cl (stereo not drawn)	97	110	-1.0	-13	-7	1.1	-0.1	-14	3	-5
CCn1c(Cc2cccc3ccccc23)nnc1SCC(=O)Nc1nccs1	97	96	0.8	9	2	0.79	0.6	8	3	3
Cc1ccccc1C1c2[nH]c3ccccc3c2CCN1C(=O)c1ccc(=O)n(C)n1 (stereo not drawn)	90	163*	-0.7	-5	0	0.84	-0.1	-66	10	6
O=C(Cn1cc([N+](=O)[O-])cn1)Nc1ccccn1	108	103	-3.6	0	1	0.95	-0.5	4	-9	4
C/C(=N/Nc1cc(-c2ccccc2)nc(-c2ccccc2)n1)c1ccc(O)cc1	96	98	-0.1	-14	1	0.56	-0.1	1	5	8
C=CCNC(=O)NC(=O)CSc1nnc(C(F)(F)F)n1C	91	96	-0.2	-1	-6	1.4	-0.1	7	8	6
Cc1nc2ccc(-c3nc4cc(N)ccc4o3)cc2[nH]1	116	55	0.8	3	-1	1.7	-0.5	55*	-18	-22
COc1ccc(-n2cnnc2SCC(=O)NC2CCS(=O)(=O)C2)cc1 (stereo not drawn)	97	103	0.2	-14	4	0.95	-0.3	-3	4	-3
CCCC1(CCC)NC(=O)N(CC(=O)N2CCN(C(=O)c3ccco3)CC2)C1=O	104	103	1.4	7	-1	0.89	0.1	-1	-5	-2
CC(=O)NNc1nc(-c2ccccc2)c2cc(Br)ccc2n1	91	95	0.9	9	-9	1.1	0.0	15	4	-11
CC(OC(=O)C(C)N1C(=O)C2C3C=CC(C4CC34)C2C1=O)C(=O)c1ccccc1 (stereo not drawn)	100	107	0.0	-2	-2	1.1	-0.1	-5	-1	1
Cc1cc(C(=O)Cn2nc(C(=O)O)c3ccccc3c2=O)c(C)n1CC(F)(F)F	142*	111	-0.3	-13	-3	1.6	0.0	-11	-44	-8
CC1CCCN(S(=O)(=O)c2ccc(S(=O)(=O)NC(C)c3cccs3)cc2)C1 (stereo not drawn)	97	101	0.3	-5	5	1	-0.1	-4	3	0
O=C(Nc1ccc(N2CCOCC2)cc1)C1CCCN(S(=O)(=O)c2ccccc2)C1 (stereo not drawn)	96	97	2.0	1	0	0.97	-0.3	6	5	1
Cc1cc(C)cc(N(C(C)C(=O)N2CCCCC2)S(C)(=O)=O)c1 (stereo not drawn)	103	106	0.3	7	-10	1.4	0.3	0	-2	38
CN(Cc1ccc(-n2cccn2)cc1)Cc1cn(C)nc1-c1ccccc1F	94	105	-1.1	-9	2	0.93	0.1	-3	4	-12
O=C(NCCC1=CCCCC1)c1ccc(Cl)cc1	99	64	-0.8	-12	-4	5.5*	-0.3	47*	0	228*
Cc1ccc(-c2nc3ncccn3c2Nc2ccc3c(c2)OCCO3)cc1	100	104	-0.6	-8	0	1.3	-0.3	1	0	26
C/C=C/C(=O)Nc1ccccc1Br	104	93	-0.1	8	2	1.2	-0.1	14	-4	-3
O=C(c1cnn(C(=O)c2ccc(O)cc2)c1)c1ccccc1O	100	103	-1.6	-3	-4	1.2	-0.2	0	-1	28
O=C(Nc1cc(Br)ccc1O)c1cnn2c(C(F)F)cc(C3CC3)nc12	106	132	-2.8	-13	-1	0.6	0.0	-40	-7	3
O=C(N/N=C\c1ccc([N+](=O)[O-])s1)c1cncc(Br)c1	93	103	-0.1	0	-6	0.67	-0.1	0	8	-31
O=c1c2c(-c3cccs3)csc2ncn1-c1ccc(Br)cc1	98	104	0.8	-6	-3	0.74	-0.4	0	2	-9
Cn1ncc([N+](=O)[O-])c1C(=O)Nc1ccn(Cc2ccccc2F)n1	103	91	-6.2	-8	6	0.85	-0.1	15	-3	8
COc1ccc([N+](=O)[O-])cc1N(CC(=O)NCCC1=CCCCC1)S(C)(=O)=O	108	107	0.4	9	1	1.1	-0.2	-11	-9	7
CC(=O)c1ccc(OCC(O)Cn2nnc3ccccc32)cc1 (stereo not drawn)	113	111	-0.5	3	-2	1.3	-0.1	-10	-14	-15
CCOC(=O)C(Cc1ccccc1)(NC(C)=O)C(=O)OCC	97	105	0.2	18	1	1.1	0.0	-9	3	1

(further entries)
SMILES	STAT1 act	STAT3 act	DTT redox prof	TLR4-MyD88 BLA	HMGR II inh	NF-kB neuron act	Hsp70 activator	STAT3 blocker	STAT1 inh	APP 5'UTR act
COc1cc(C2CC(=O)c3cnc(NC(=O)COc4ccccc4)nc3C2)cc(OC)c1OC (stereo not drawn)	99	100	2.5	0	1	1.1	-0.3	3	1	9
CC(=O)c1cccc(NC(=O)C=C(C)C)c1	101	91	2.0	2	2	1.2	-0.2	10	-1	16
Cc1cccc(CSc2nc3sc(C)c(C)c3c(=O)n2Cc2ccco2)c1	94	94	2.6	7	-7	1.6	-0.4	10	6	-1
CCCOC(=O)c1c(N)sc(C(=O)OCC)c1C	121	85	-0.2	-4	0	1.9	2.2	21	-23	6
O=C1S/C(=C/c2ccccc2F)C(=O)N1CCN=C1NS(=O)(=O)c2ccccc21	89	91	-0.5	1	-7	1.2	-0.1	8	13	-19
CC(=O)Oc1c(Cl)cc(Cl)cc1/C=C/c1ccc2ccccc2n1	100	111	0.3	21	1	1.6	-0.3	-13	-1	2
CC(C)(C)c1ccc(OCc2ccc(C(=O)N3CCOCC3)o2)cc1	114	112	0.3	-16	0	1.4	0.3	-9	-17	21
CC(=O)c1ccc(NC(=S)Nc2cccc(S(=O)(=O)Nc3c(C)n(C)n(-c4ccccc4)c3=O)c2)cc1	107	86	-2.6	0	4	1	-0.1	20	-10	17
Cn1c(=O)c(C#N)c(-c2ccccc2)n2cnnc12	101	98	2.6	4	-4	1.2	-0.4	6	-1	13
COc1ccc(Cl)cc1C(=O)C1CCCN(Cc2cnc(N3CCOCC3)s2)C1 (stereo not drawn)	91	105	-0.4	13	-2	0.83	-0.3	-4	8	19

Entries listed so far printed as active in STAT3 act.
Compound	STAT1 act	STAT3 act	DTT redox prof	TLR4-MyD88 BLA	HMGR II inh	NF-kB neuron act	Hsp70 activator	STAT1 inh	APP 5'UTR act
Cc1ccccc1C1c2[nH]c3ccccc3c2CCN1C(=O)c1ccc(=O)n(C)n1 (stereo not drawn)	90	163*	-0.7	-5	0	0.84	-0.1	10	6

Additional records:
SMILES	STAT1 act	STAT3 act	DTT redox prof	TLR4-MyD88 BLA	HMGR II inh	NF-kB neuron act	Hsp70 activator	STAT3 blocker	STAT1 inh	APP 5'UTR act
CN(C)C(=O)c1ccc(NC(=O)c2ccccc2Sc2ccccc2C#N)cc1	105	103	-0.1	-17	-4	0.93	-0.3	-6	-5	3
COc1ccccc1N1CCN(C(CNS(=O)(=O)c2cc(F)ccc2F)c2cccnc2)CC1 (stereo not drawn)	106	113	0.6	2	-5	1.1	-0.1	-11	-6	-19
COc1ccc(NC(=O)NCCCN2CCc3ccccc3C2)cc1	96	110	0.2	7	-6	1.1	-0.2	-13	1	1
Cc1ccc(C2NC(=O)NC(O)(C(F)(F)F)C2C(=O)c2cccs2)o1 (stereo not drawn)	110	105	-1.2	1	1	0.69	-0.2	-2	-5	14
COc1cc2c(cc1OC)-c1cc(N3CCCc4ccccc43)nc(=O)n1CC2	97	149*	-2.6	-5	-4	0.63	-0.2	-52	3	-12

Results in TLR4-MyD88 BLA, for three of the compounds above:
Molecule,TLR4-MyD88 BLA
Cc1ccc(C2NC(=O)NC(O)(C(F)(F)F)C2C(=O)c2cccs2)o1 (stereo not drawn),1
COc1cc2c(cc1OC)-c1cc(N3CCCc4ccccc43)nc(=O)n1CC2,-5
COc1ccc(NC(=O)NCCCN2CCc3ccccc3C2)cc1,7
